Lipid droplet: hepatic lipid droplet formation modulation. AML12 mouse hepatocytes, oleate lipid droplets, BODIPY imaging. inhibition, % at 6.5 µM. 240,000 compounds, 0.4% hits;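 active = lipid droplet intensity inhibited by at least 50%, with more than 500 cells counted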
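Assay system: AML12 mouse liver cells | Compound: 6.5 µM single-point dosing | Schedule: Overnight exposure | Technique: Fluorescence imaging, 20x objective, two fields per well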
WT yeast gro inh: growth inhibition of WT yeast, mitochondrial fusion screen; mitochondrial fusion phenotypic screen, WT strain; inhibition, % at 10 µM; 190,000 compounds, 2.1% hits; AID 1362; in the data active = inhibition above about 58%; tested in S. cerevisiae
WT yeast gro inh mutant strain: second read-out of WT yeast gro inh, no call of its own (marks repeat the call); inhibition, %; mitochondrial fusion phenotypic screen, mutant strain inhibition
Lipid droplet cells 6.5 µM: also measured in Lipid droplet; calls as there; cell count; measured here: cell count, cytotoxicity flag;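 cells counted across two imaged fields per well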
An asterisk follows results filed as active; / = no result given.

SMILES	Lipid droplet	Lipid droplet cells 6.5 µM	WT yeast gro inh	others
COc1ccccc1N1CCN(CC(=O)Nc2cc(C)nn2-c2nc(C)cc(C)n2)CC1	/	/	8	WT yeast gro inh mutant strain=2
COc1cccc(C2C(C(=O)c3ccco3)=C(O)C(=O)N2CCCN2CCOCC2)c1OC (configuration not stated)	/	/	9	WT yeast gro inh mutant strain=2
CCN(CC)CC(=O)Nc1cc(C)c2c(=O)oc3ccccc3c2n1	/	/	21	WT yeast gro inh mutant strain=-4
CCn1c(=O)c2c3c(sc2n2c(SCc4ccc(F)cc4)nnc12)CCCC3	/	/	4	WT yeast gro inh mutant strain=7
Cc1ccc(NC(=O)c2cnc3scc(C)n3c2=O)c(C)c1	/	/	15	WT yeast gro inh mutant strain=11
CC(=O)c1sc(N2C(=O)c3oc4ccccc4c(=O)c3C2c2ccc(C)o2)nc1C (configuration not stated)	/	/	18	WT yeast gro inh mutant strain=5
CC1CCc2c(sc3nc(SCc4nc(-c5ccccc5)no4)n(C)c(=O)c23)C1 (configuration not stated)	/	/	18	WT yeast gro inh mutant strain=1
Cn1c(C(=O)N2CCN(c3ccc(F)cc3)CC2)cc2c(=O)n(C)c3ccccc3c21	/	/	19	WT yeast gro inh mutant strain=-2
Cn1c(=O)c2c(SCC(=O)N3CCC(Cc4ccccc4)CC3)nc(C3CC3)nc2n(C)c1=O	/	/	16	WT yeast gro inh mutant strain=0
CCOC(=O)c1sc2nc(NC(=O)c3cccs3)sc2c1C	/	/	13	WT yeast gro inh mutant strain=5
N#CC1=C(c2ccccc2)N=P(N2CCOCC2)(N2CCOCC2)N=C1N1CCOCC1	/	/	13	WT yeast gro inh mutant strain=1
O=C(Cc1c(C(=O)O)[nH]c2ccccc12)NC1CCN(Cc2ccccc2)CC1	/	/	4	WT yeast gro inh mutant strain=5
O=C(CSc1ccc2nnc(-c3ccc(Cl)cc3)n2n1)N1CCN(c2ccccc2)CC1	/	/	5	WT yeast gro inh mutant strain=-1
Cc1ccc(NC(=O)CN2C(=O)S/C(=C\c3ccc(C(=O)O)cc3)C2=O)cc1	4	806	/
CCCS(=O)(=O)N1CCCC(C(=O)Nc2ccc3c(c2)CCC3)C1 (configuration not stated)	11	803	/
CN(C(=O)COC(=O)c1ccccc1Cc1ccccc1)C1CCS(=O)(=O)C1 (configuration not stated)	0	804	/
COc1ccc(C(=O)NCCCOC(=O)c2ccc(OC)cc2)cc1	-8	833	/
O=C(NC1CCCC1)c1ccc(CS(=O)Cc2ccc(Cl)cc2)o1 (configuration not stated)	-18	683	/
Cc1ccc(N(Cc2cc(=O)[nH]c3ccccc23)C(=O)C(C)C)c(C)c1	-9	835	/
CC1(C)Cc2c(cnn2-c2ccc(F)cc2)C(NC(=O)CCN2CCCCC2=O)C1 (configuration not stated)	17	660	/

Of the compounds above, these contain fluorine:
SMILES	Lipid droplet	Lipid droplet cells 6.5 µM	WT yeast gro inh	others
CCn1c(=O)c2c3c(sc2n2c(SCc4ccc(F)cc4)nnc12)CCCC3	/	/	4	WT yeast gro inh mutant strain=7
Cn1c(C(=O)N2CCN(c3ccc(F)cc3)CC2)cc2c(=O)n(C)c3ccccc3c21	/	/	19	WT yeast gro inh mutant strain=-2
CC1(C)Cc2c(cnn2-c2ccc(F)cc2)C(NC(=O)CCN2CCCCC2=O)C1 (configuration not stated)	17	660	/

Returning to the listing; the 5 compounds before the break are reprinted first.
SMILES	Lipid droplet	Lipid droplet cells 6.5 µM	WT yeast gro inh	others
CN(C(=O)COC(=O)c1ccccc1Cc1ccccc1)C1CCS(=O)(=O)C1 (configuration not stated)	0	804	/
COc1ccc(C(=O)NCCCOC(=O)c2ccc(OC)cc2)cc1	-8	833	/
O=C(NC1CCCC1)c1ccc(CS(=O)Cc2ccc(Cl)cc2)o1 (configuration not stated)	-18	683	/
Cc1ccc(N(Cc2cc(=O)[nH]c3ccccc23)C(=O)C(C)C)c(C)c1	-9	835	/
CC1(C)Cc2c(cnn2-c2ccc(F)cc2)C(NC(=O)CCN2CCCCC2=O)C1 (configuration not stated)	17	660	/
CCOc1ccccc1C(=O)Nc1nnc(Cc2ccc(OC)c(OC)c2)s1	3	762	/
CCc1ccc(NC(=O)CCc2nnc3ccc(N4CCCC4)nn23)cc1	11	674	/
COc1ccc(NC(=O)CSc2nnc(CNC(=O)c3cccs3)o2)c(OC)c1	5	864	/
CCc1nccn1CCC(=O)NC1CC(C)(C)Cc2c1cnn2-c1ccc(C)cc1 (configuration not stated)	1	816	/
O=C(Nc1ncc2c(n1)CC(c1cccc(Cl)c1)CC2=O)c1ccco1 (configuration not stated)	-5	642	/
Cc1nnc(NC(=O)C(C)Sc2nnc(-c3ccco3)n2C)s1 (configuration not stated)	1	761	/
COc1ccccc1CN1CC(C(=O)N2CCC(C(=O)c3ccccc3)CC2)CCC1=O (configuration not stated)	-16	698	/
Cn1c(N)c(-c2ccccc2)c2ccc([N+](=O)[O-])cc2c1=O	0	884	/
COc1cc(CNCc2cccc3ccccc23)cc(OC)c1	2	814	/
CCN(C(=O)c1cc(S(=O)(=O)N2CCc3ccccc32)cn1C)c1ccccc1	-25	770	/
O=C1NN(c2ccccc2)C(=O)/C1=C/c1ccc(-c2ccc(C(=O)O)cc2)o1	-1	828	/
CCOc1ccc(NC(=O)N2CCCC2C(=O)NCc2ccco2)cc1 (configuration not stated)	17	734	/
COc1ccc(C(=O)C2CCCN(C(=O)c3cccc(Cl)c3F)C2)cc1OC (configuration not stated)	1	698	/
Cc1ccsc1/C=N/NC(=O)c1nnn(-c2nonc2N)c1-c1ccc2c(c1)OCO2	-2	703	/
Cc1cc(S(=O)(=O)Nc2ccc(C(=O)N3CCN(c4ccccc4O)CC3)cc2)ccc1F	0	835	/
CSc1ccc(CN2CCN(S(=O)(=O)Cc3ccccc3)CC2)cc1	0	702	/
COc1cc(OC)cc(C(=O)N[C@H](C(=O)Nc2cc(F)ccc2C)C(C)C)c1	2	793	/
CCN1CCN(C(=O)c2ccc(N3CC4CC(C3)c3cccc(=O)n3C4)c(NC(=O)c3cc(OC)cc(OC)c3)c2)CC1 (configuration not stated)	25	717	/
C=CCn1c(=N)n(CC(=O)c2ccc(Br)cc2)c2ccccc21	-6	770	/
COc1ccc(N(CC(=O)Nc2ccc(C(C)C)cc2)S(=O)(=O)c2c(C)noc2C)cc1	19	745	/

Six compounds picked at random from the list so far, as already listed:
SMILES	Lipid droplet	Lipid droplet cells 6.5 µM	WT yeast gro inh	others
COc1ccc(NC(=O)CSc2nnc(CNC(=O)c3cccs3)o2)c(OC)c1	5	864	/
CCN(C(=O)c1cc(S(=O)(=O)N2CCc3ccccc32)cn1C)c1ccccc1	-25	770	/
COc1ccc(C(=O)C2CCCN(C(=O)c3cccc(Cl)c3F)C2)cc1OC (configuration not stated)	1	698	/
CCN1CCN(C(=O)c2ccc(N3CC4CC(C3)c3cccc(=O)n3C4)c(NC(=O)c3cc(OC)cc(OC)c3)c2)CC1 (configuration not stated)	25	717	/
CCOc1ccccc1C(=O)Nc1nnc(Cc2ccc(OC)c(OC)c2)s1	3	762	/
CCc1ccc(NC(=O)CCc2nnc3ccc(N4CCCC4)nn23)cc1	11	674	/

Additional results follow:
SMILES	Lipid droplet	Lipid droplet cells 6.5 µM	WT yeast gro inh	others
COC(=O)N/N=C/c1cn(CCOc2ccc(OC)cc2)c2ccccc12	-10	429	/
O=C(NCCCN1CCCC1=O)Nc1ccccc1F	-5	849	/
COc1cccc(C2C(C(=O)c3ccc(C)o3)=C(O)C(=O)N2CCN2CCOCC2)c1 (configuration not stated)	-2	693	/
CCC(=O)Nc1cccc(-c2nc3ncccc3o2)c1C	1	817	/
O=C(c1cccnc1)N1CCN(S(=O)(=O)c2cccs2)CC1	3	860	/
CC(=O)Nc1nnc(SCC(=O)Nc2nc(C)cs2)s1	9	822	/
COc1ccc(-c2nc(N)ncc2-c2ccccc2OC)c(O)c1	-3	803	/
CCN(CC)CCC(=O)N1c2ccccc2CCc2ccc(NC(=O)OC)cc21	3	770	/
COc1ccccc1N1CCN(C2CCCN(S(=O)(=O)c3cccc(Cl)c3)C2)CC1 (configuration not stated)	-12	794	/
CCc1c(C)nc2nc(SCc3ccccc3Cl)[nH]n2c1=O	2	837	/
C=CCNC(=O)c1ccc(NC(=O)C2=CSCCO2)cc1	-3	719	/
COC(=O)c1ccccc1NS(=O)(=O)c1ccc2c(c1)oc(=O)n2C	-12	801	/
CC(C)(C)c1ccc(C(=O)Nc2nnc(C3=COCCO3)o2)cc1	5	822	/
O=S(=O)(Nc1nnc(C2CC2)s1)c1ccccc1	-5	671	/
CC(C)c1ccc(CN2CCC(Oc3ccc(C(=O)N4CCCC4)cc3)CC2)cc1	-10	801	/
CCN(CC(=O)NCc1ccco1)S(=O)(=O)c1ccc(F)cc1	-10	756	/
Cc1[nH]c2ccc(C(=O)N3CCN(c4ccccc4Cl)CC3)cc2c1C	0	711	/
Cc1nn(CC(C)C)c2sc(C(=O)NC3CC(C)(C)NC(C)(C)C3)cc12	19	797	/
Cc1ccc(C(=O)NCC(=O)NCc2cc(=O)n(C)c(=O)n2C)cc1C	2	694	/
CCOC(=O)C1CCN(C(=O)c2ccccc2NS(=O)(=O)c2ccc(C)cc2)CC1	-21	754	/
CC(=O)Oc1ccc(N(C(C)=O)S(=O)(=O)c2ccc3ccccc3c2)cc1	-15	794	/
COc1ccccc1/C=C/C(=O)Nc1ccc(S(=O)(=O)Nc2cc(C)on2)cc1	17	700	/
COC(=O)c1c(NC(=O)Cc2ccccc2)sc2c1CCN(C(C)C)C2	-1	752	/

A portion of the library; rates above refer to the full screens.
